# Screening data as filed in PubChem.
# PglD inh = PglD (C. jejuni) enzyme inhibition; purified PglD enzyme, DTNB colorimetric CoA detection; inhibition, % at 12.5 µM; 0.098% of 360,000 active; in the data active = inhibition above about 16%, passing the limit was not always enough; also: strong numbers were not always called active
# PAX8 reporter = PAX8 transcriptional activity inhibition; AID 652154; 1.2% of 360,000 active; inhibition, % at 12.6 µM; RMG-I TPO-luciferase reporter, SteadyGlo, 24 h;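 active = mean replicate inhibition at least 60% with every replicate also reaching 60%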;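 also: luciferase light reporting Pax8 driven TPO promoter activity; plate controls were median of neutral control wells for no effect and mitoxantrone controls for full effect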
# Cneo AK release = causes C. neoformans cell lysis; AID 651654; 0.2% of 360,000 active; adenylate kinase release luminescence, 4 h; normalised: neutral wells 0, clomiphene wells 100; lysis activity, % at 15 µM;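 active = mean lysis activity across replicates of at least 80%, whatever share of replicates individually reach that level; inactive = mean lysis activity below 80%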
#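 Material: C. neoformans cells | Amount: Yeast cell density of 5 × 10^6 cells/mL | Medium: Fresh YPD growth medium | Dosing: Single dose | Times: Static 4 h at 37 °C with compound, 1 h detection | Detection: AK luminescence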
# PGC1a acetyl inh = lowers PGC1a acetylation signal in U2OS cells; AlphaScreen anti-acetyl-lysine; with virally co-expressed GCN5 acetyltransferase; inhibition, % at 15.6 µM; 0.17% of 350,000 active; AID 651687;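 active = every replicate shows inhibition of at least 40%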;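 also: 0% = neutral control wells and 100% = positive control wells; some results beyond the cut were filed as inactive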
# LGR2 antag = Drosophila LGR2 receptor signaling inhibition; inhibition, % at 9.99 µM; AID 720647; 0.35% of 380,000 active; HEK293 LGR2, CRE-luciferase, bursicon-stimulated, 4 h;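 active = drop in luminescence signal, shown as inhibition above about 50% in the replicate tests, limit read from the data, passing the limit was not always enough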;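 also: agonist challenge used bursicon conditioned medium at about half maximal strength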
# ARNT TACC3 PPI = ARNT/TACC3 interaction disruption. Q9Y6A5. AlphaScreen His-ARNT PAS-B/GST-TACC3 binding, luminescence; TACC3 fragment carries E629A point mutation. inhibition, % at 9.99 µM. 0.66% of 390,000 active;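 active = mean inhibition of replicates at least 50% and at least half of replicates each reaching 50%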;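 also: 0% = complete ARNT plus TACC3 wells and 100% = ARNT alone without TACC3; many hits fall short of the cut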
# INS-1E GSIS act = GLuc luminescence reporter in INS-1E cells, primary screen for activators of glucose-dependent secretion of insulin. INS-1E GLuc reporter insulin secretion, 2-3 h. activation, % at 16.6 µM. 0.61% of 370,000 active;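 active = lowest replicate activation of at least 40%, so every replicate reaches that level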;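 also: 0% = median of neutral control wells and 100% = median of IBMX positive control wells; some compounds called inactive have numbers as strong as hits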
# Statin myotox sup = suppressors of simvastatin-induced myotoxicity in C2C12 myotubes. AID 602340. 0.78% of 330,000 active. rescue of ATP level, % at 7.49 µM. ATP luminescence, 48 h; scaled: DMSO 0, geranylgeraniol control 100;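 active = mean ATP rescue above about 67%, or every replicate alone reaching that limit, limit read from the data, passing the limit was not always enough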;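 also: myotubes were challenged with 10 µM simvastatin during compound exposure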
# The depositor's hits bear a star; . = no result given. Rows were taken by chance; about 2.9% have a hit in one of these screens.
SMILES,PglD inh,PAX8 reporter,Cneo AK release,PGC1a acetyl inh,LGR2 antag,ARNT TACC3 PPI,INS-1E GSIS act,Statin myotox sup
CC(=O)Nc1ccccc1C(=O)N1CC2(C)CC1CC(C)(C)C2 (stereo unspecified),-5,.,-5,6,.,-1,.,-5
CCOC(=O)c1cnc2nc(C(F)(F)F)[nH]n2c1=O,-5,10,-1,-6,.,-13,.,6
C[C@H](CO)N1C[C@H](C)[C@H](CN(C)Cc2ccc3c(c2)OCO3)Oc2ccc(NC(=O)Cc3cn(C)c4ccccc34)cc2CC1=O,-1,4,2,8,-5,-4,-7,13
Cc1ccc(NC(=O)C(C)NS(=O)(=O)c2ccc(F)cc2)cc1C (stereo unspecified),.,11,.,.,4,5,-7,.
CCC1=NC(c2ccccc2OC)N(O)C1(C)C (stereo unspecified),0,.,0,-3,-1,-19,8,10
CC(=O)c1cc(C#N)c(N2CC(C)OC(C)C2)nc1C (stereo unspecified),.,8,.,.,26,-5,11,.
CCn1c(SCC(=O)Nc2nc(C)c(C)s2)nnc1-c1cccs1,0,-2,1,-44,.,8,.,-2
CC(=O)NC(C(=O)c1ccccc1)N1CCCCC1 (stereo unspecified),-2,0,0,.,-4,-7,6,4
COc1ccc(C(=O)Nc2cc(OCc3ccccc3)c(Cl)cc2Cl)cc1,-13,.,0,4,-7,-1,-10,-9
COc1cc(C=C2C(=O)c3ccccc3C2=O)cc(OC)c1,.,-24,.,-8,-22,-12,-1,.
COC(=O)CCC(=O)OC1(C)C(=O)C2=CN(CC3CC3)C(c3ccc(OC)cc3)=CC2=C(Br)C1=O (stereo unspecified),1,.,0,.,.,30,.,4
COc1ccccc1-c1ccc2c(c1)O[C@@H](CN(C)C(C)=O)[C@H](C)CN([C@@H](C)CO)S2(=O)=O,-2,.,1,-2,11,-5,14,-3
CO[C@@H](CN(C)S(=O)(=O)c1ccc(F)cc1)[C@H](C)CN(C(=O)Nc1ccccc1F)[C@H](C)CO,0,-58,17,-6,1,11,-1,19
COc1ccc(/C=C2\CCC/C(=C\C=N\N(C)C)C2=O)cc1,.,-20,.,9,-8,16,-13,.
CCC1=Nc2ccc(Br)cc2C(c2ccccc2)N1CC(=O)OC (stereo unspecified),1,17,-1,-20,.,0,.,.
COC(=O)c1cc(Br)c(=O)n(-c2cc(C)on2)c1,.,.,2,-5,.,-10,.,-10
O=C(OCCC12CC3CC(CC(C3)C1)C2)c1ccc(NCc2cc(O)ccc2O)cc1,.,56,.,.,-22,27,49,.
N/C(CCN1CCCCC1)=N/O,7,7,-1,3,.,5,.,3
CC(=O)N(C)C[C@H]1Oc2cc(C#Cc3cccc(F)c3)ccc2S(=O)(=O)N([C@H](C)CO)C[C@H]1C,3,.,-1,-11,7,4,-21,27
Cn1c(SCc2ccc(C#N)cc2)nnc1-c1ccccc1,5,.,-2,.,-7,2,7,8

# Compound profiles (already shown):
# `COc1ccc(/C=C2\CCC/C(=C\C=N\N(C)C)C2=O)cc1` in the list: PglD inh: .; PAX8 reporter: -20; Cneo AK release: .; PGC1a acetyl inh: 9; LGR2 antag: -8; ARNT TACC3 PPI: 16; INS-1E GSIS act: -13; Statin myotox sup: .
# `CC(=O)c1cc(C#N)c(N2CC(C)OC(C)C2)nc1C` (stereo unspecified) in the list: PglD inh: .; PAX8 reporter: 8; Cneo AK release: .; PGC1a acetyl inh: .; LGR2 antag: 26; ARNT TACC3 PPI: -5; INS-1E GSIS act: 11; Statin myotox sup: .
# `CCn1c(SCC(=O)Nc2nc(C)c(C)s2)nnc1-c1cccs1` in the list: PglD inh: 0; PAX8 reporter: -2; Cneo AK release: 1; PGC1a acetyl inh: -44; LGR2 antag: .; ARNT TACC3 PPI: 8; INS-1E GSIS act: .; Statin myotox sup: -2

# Remaining list, next part.
SMILES,PglD inh,PAX8 reporter,Cneo AK release,PGC1a acetyl inh,LGR2 antag,ARNT TACC3 PPI,INS-1E GSIS act,Statin myotox sup
COC(C(=O)NCc1ccccc1C)c1ccccc1 (stereo unspecified),.,-17,.,.,1,-2,20,.
CCN1/C(=C\C=C2\C(=O)N(c3ccccc3)C(=S)N2C)Sc2ccccc21,.,19,.,-18,15,-10,-2,-7
C#CCN(C[C@H]1[C@H](OC(=O)NCc2ccccc2F)[C@H](OC(=O)NCc2ccccc2F)C[C@@H](C(=O)OC)[C@H]1C(=O)OC)S(=O)(=O)c1ccc(C)cc1,1,52,1,-25,6,.,-9,2
CN(C)CCCOc1ccc(-c2ccc3nncn3c2)cn1,5,-34,1,.,-6,.,2,3
COC(=O)c1[nH]c2cccc(OC)c2c1NC(=O)CCN1CC(C)CC(C)C1 (stereo unspecified),7,.,-1,8,.,2,.,5
O=C(OCC(=O)N1CCc2ccccc21)[C@@H]1CC(O)CN1S(=O)(=O)c1ccc(Cl)cc1 (stereo partly specified),5,18,2,-1,1,6,-28,-4
Cn1cccc1C(=O)NCC(c1ccco1)N1CCCCC1 (stereo unspecified),-6,.,0,-8,10,1,11,-1
CC(C)(C)NC(=O)c1sccc1C(=O)O,-4,.,0,-6,.,-60,.,21
C[C@@H]1CN([C@@H](C)CO)C(=O)Cc2cc(NC(=O)Cc3cn(C)c4ccccc34)ccc2O[C@@H]1CN(C)C(=O)NC1CCCCC1,0,1,-2,-2,9,10,6,17
COc1ccc(-c2cc(C(F)(F)F)n3nc(C(=O)N4CCOCC4)c(Cl)c3n2)cc1,5,.,0,27,.,13,.,-10
O=C(Nc1ccccn1)c1ccc(Cl)c([N+](=O)[O-])c1,.,15,.,1,-3,.,8,.
CC[C@@H](C)C(C(=O)N1CCN(C(=O)OC(C)(C)C)CC1)n1cc(-c2cn([C@@H](C)C(=O)N3CCN(C(=O)OC(C)(C)C)CC3)nn2)nn1 (stereo partly specified),1,-6,-2,.,.,-3,.,12
CC(C)Oc1cc(O)c2c(=O)c(-c3ccc(O)cc3)coc2c1,-2,-174,-10,0,-21,2,.,-14
COc1ccc(NC(=O)Nc2ccc3c(c2)C(=O)N([C@H](C)CO)C[C@@H](C)[C@@H](CN(C)S(=O)(=O)c2ccc(C)cc2)O3)cc1,-3,-22,1,3,14,7,-30,-59
CNc1nc(C)c(C(=O)OCC(=O)OC)s1,1,-9,3,3,.,3,.,-2
CC(C)CC#Cc1ccc2c(c1)O[C@@H](CN(C)Cc1ccc(C(=O)O)cc1)[C@H](C)CN([C@@H](C)CO)S2(=O)=O,14,11,54,3,-20,10,-18,3
O=C(CSc1n[nH]c(-c2ccncc2)n1)c1ccccc1,-2,.,1,-11,.,-3,.,17
Cc1noc(C)c1NC(=O)N(C)C[C@@H]1Oc2ccc(NS(C)(=O)=O)cc2C(=O)N([C@H](C)CO)C[C@@H]1C,-1,.,7,14,-18,-7,4,16
CC1CN(C(=O)Cn2c(=O)oc3ccccc32)CC(C)O1 (stereo unspecified),-4,15,0,.,-13,.,8,6
C[C@H](CO)N1C[C@H](C)[C@H](CN(C)C(=O)c2ccccn2)Oc2cc(C#Cc3ccccc3)ccc2S1(=O)=O,-1,-10,2,-9,12,-4,-12,-48
CCOc1ccc(OCC(=O)N(CCC2=CCCCC2)c2c(N)n(Cc3ccccc3)c(=O)[nH]c2=O)cc1,-9,-9,-1,8,27,-4,10,-211
Cc1cc(NC(=O)CCC(=O)N(Cc2ccco2)C(C(=O)NC2CCCC2)c2ccccc2C)no1 (stereo unspecified),16,.,-1,4,.,1,.,-25
O=C(Cc1cccc(C(F)(F)F)c1)Nc1ccccc1N1CCCC1,5,16,-2,-9,10,6,-14,-10
CCN(C[C@H]1N[C@H](CO)[C@H]1c1ccc(C2=CCCC2)cc1)C(=O)c1ccncc1,-2,-10,-10,-13,-1,9,1,-16
O=C(Nc1nccs1)c1cccc2ccccc12,-5,12,-1,.,.,-10,.,3
CC(C)C(=O)Nc1ccc2c(c1)C(=O)N(C)[C@H]1CC[C@@H](CC(=O)NCC3CC3)O[C@@H]1CO2,0,-1,40,-1,-6,-3,9,15
Cc1ccn2c(CNCC3OCCc4ccccc43)c(C(=O)N3CCCCCC3)nc2c1 (stereo unspecified),0,12,-3,8,12,.,-1,4
CN(C(=O)COC(=O)COc1ccc2c(c1)CCC2)c1c(N)n(Cc2ccccc2)c(=O)[nH]c1=O,5,1,0,7,12,-3,3,-7
Cc1ccc(Nc2ncnc3c2cnn3C)c(C)c1,-1,-13,-1,7,-7,12,8,9
O=C(NC(=S)Nc1ccccc1Br)c1cccnc1,-4,-12,-4,8,-8,-6,5,-19
COc1cccc(NC(=O)Nc2nnc(-c3ccccc3SCc3ccccc3)s2)c1,2,.,2,13,.,-4,.,-11
Cc1ccccc1-c1nc2ccccc2c(=O)o1,6,1,-2,3,3,.,.,3
COc1cc(NC(=O)COc2cc(C)cc3oc(=O)c(C)c(C)c23)cc(OC)c1OC,5,-3,0,1,-9,7,2,-6
O=C(CC(c1ccccc1)c1ccccc1)NCC(O)c1ccc([N+](=O)[O-])cc1 (stereo unspecified),5,7,0,.,8,.,-16,2
COCCCNC(=S)NNC(=O)c1cccnc1,2,-4,1,-11,.,-4,.,4
O=C(c1cccc(F)c1)N1CCCCN2[C@H](CO)[C@H](c3ccc(/C=C/c4ccccc4)cc3)[C@@H]2C1,4,-10,1,1,18,-6,-2,.
N#Cc1ccccc1NC(=S)NC(=O)c1cccs1,2,-28,-1,.,-37,-6,.,20
Cc1ccc(C)c(NC(=O)c2cc(-c3ccccc3O)n[nH]2)c1,3,-88,-2,0,-43,-5,8,-43
CO[C@@H]1CN(C)C(=O)c2cc(NC(=O)C3CC3)ccc2OC[C@@H](C)N(CC2CC2)C[C@H]1C,0,-1,58,13,1,-5,-2,-6
Cc1noc(C)c1S(=O)(=O)N(C)C[C@H]1OCCCC[C@H](C)Oc2ccc(NS(C)(=O)=O)cc2C(=O)N([C@H](C)CO)C[C@@H]1C,1,.,2,-5,-9,4,12,.
O=C1CC(NS(=O)(=O)c2cc(F)ccc2F)CN1c1ccc2c(c1)OCCO2 (stereo unspecified),.,4,.,-3,-5,0,4,-1
Nc1nnc(SCC(=O)NN2C(=O)NC3(CCCCC3)C2=O)s1,.,-29,.,.,5,-7,12,.
CO[C@H]1CN(C)C(=O)c2ccc(NS(=O)(=O)CC(F)(F)F)cc2OC[C@H](C)N(C(=O)NC(C)C)C[C@H]1C,.,.,.,5,3,.,-6,-9
C[C@H]1CN([C@@H](C)CO)C(=O)Cc2cc(NC(=O)C3CCCCC3)ccc2O[C@H]1CN(C)Cc1ccc2c(c1)OCO2,-3,.,3,-6,2,-7,-3,-24
CCSc1nc(N)c(C#N)c(-c2ccco2)c1C#N,-2,.,4,.,.,-2,.,-9
COc1cc(OC)cc(-c2nc3nc(C)c(CCC(=O)NCC(OC)OC)c(C)n3n2)c1,.,-6,.,.,7,2,16,.
COC(=O)c1[nH]c2ccccc2c1CN1CCOCC1,0,15,0,20,15,-2,0,9
COc1ccc(-c2csc(NC(=O)C(CC(=O)O)N3CCOCC3)n2)cc1 (stereo unspecified),0,7,4,0,6,-10,-8,-4
O=C(CN1C(=O)c2cccc([N+](=O)[O-])c2C1=O)OCC(=O)N1CCCCC1,-1,-12,2,6,16,5,13,-9
O=C(NCC#CCOCc1ccccc1)c1ccccc1,4,-7,-3,.,2,-5,.,6
CCc1ccc(NC(=O)c2cc(C(C)C)on2)cc1,-1,.,-1,-4,.,-7,-3,13
C[C@@H]1CN([C@H](C)CO)C(=O)c2ccccc2-c2ccccc2CO[C@@H]1CN(C)S(C)(=O)=O,-1,-26,0,-1,12,-11,11,-13
C[C@H](CO)N1C[C@H](C)[C@@H](CN(C)C(=O)c2ccccn2)Oc2ncc(C#Cc3ccccc3)cc2C1=O,5,17,9,-7,-6,0,-3,5

# Look-ups from the list:
# `COc1ccc(NC(=O)Nc2ccc3c(c2)C(=O)N([C@H](C)CO)C[C@@H](C)[C@@H](CN(C)S(=O)(=O)c2ccc(C)cc2)O3)cc1` in PGC1a acetyl inh reads 3
# `CC[C@@H](C)C(C(=O)N1CCN(C(=O)OC(C)(C)C)CC1)n1cc(-c2cn([C@@H](C)C(=O)N3CCN(C(=O)OC(C)(C)C)CC3)nn2)nn1` (stereo partly specified) in Cneo AK release reads -2
